High-throughput results deposited in PubChem BioAssay by The Scripps Research Institute Molecular Screening Center.
CCHF vOTU inh – CCHFV vOTU protease inhibition; Pep-AMC fluorescence; inhibition, % at 11.5 µM; hit rate 0.55% among 370,000; AID 651958; in the data active means inhibition above about 30%; further: 0% = vehicle wells with enzyme and 100% = no enzyme wells
PrPC surface inh – reduces human prion protein on the cell surface | hit rate 0.43% among 370,000 | cell surface PrPC, TR-FRET read-out | P04156 | inhibition, % at 13.8 µM; in the data active means inhibition above about 24%; further: 0% = median of the test wells and 100% = reference compound wells
* = called active by the depositor. This is a subset; the hit share may differ from the screen's.

SMILES	CCHF vOTU inh	PrPC surface inh
CC(C)NC(=O)C1(C)CN(S(C)(=O)=O)CC(=O)N1Cc1cccs1 (configuration not stated)	6	6
COc1cccc(C2CC=C(C(=O)O)CN2S(=O)(=O)c2ccc(C)cc2)c1 (configuration not stated)	2	-5
COC(=O)N1Cc2ccnnc2CC1c1ccccc1-c1ccc(F)cc1 (configuration not stated)	7	-3
COC(=O)C1=C(C)N(Cc2ccccc2)C(=S)NC1c1ccc(Cl)cc1 (configuration not stated)	1	8
O=C(NCc1ccccc1)[C@H]1CCCN1C(=O)[C@H]1CCCN1C(=O)c1ccc(F)c(F)c1	-8	-3
C[C@H](O)[C@@H]1C(=O)N2CCc3c([nH]c4c(-c5ccccc5)cccc34)[C@@H]2C[C@@H]1N(C)C(=O)Nc1cccc2ccccc12	-29	-14
Cc1ccccc1C(=O)NC1CCCCN(C(C)C)C1=O (configuration not stated)	4	-7
Nn1c(SCC(=O)Nc2cccc3ccccc23)nnc1-c1cc(-c2ccc(Cl)cc2)n[nH]1	5	0
CC1(C(=O)NCc2ccccc2)CN(S(C)(=O)=O)CC(=O)N1Cc1cccc(F)c1 (configuration not stated)	4	12
CCCCNC(=O)c1nc(-c2ccc(C(F)(F)F)cc2)oc1-c1ccccc1	-5	1
COC(=O)C1=C(C)N(Cc2cccc(C(F)(F)F)c2)C(=NCc2cccc(C(F)(F)F)c2)NC1c1ccccc1C(F)(F)F (configuration not stated)	10	4
Oc1ccccc1C=NC(N=Cc1ccccc1O)c1ccccc1O (configuration not stated)	-3	-1
CCOC(=O)N(C)[C@H]1C[C@H]2c3[nH]c4cccc(-c5cccc(F)c5)c4c3CCN2C(=O)[C@H]1[C@H](C)O	-30	5
CCCCNC(=O)C1C(c2ccc(OC)cc2)=Nc2ccccc2N1C(=O)c1cccnc1 (configuration not stated)	10	2
CCCCNC(=O)C1CCCN1C(=O)Nc1ccc2c(c1)OCO2 (configuration not stated)	-2	-4
COC(=O)c1cc2c(c3c4cc(C)ccc4n(S(=O)(=O)c4cccc(C)c4)c13)C(=O)N(Cc1ccc(C(F)(F)F)cc1)C2	12	8
COC(=O)C1CN(Cc2cn(Cc3ccc(OC)cc3)nn2)CCS(=O)(=O)N1Cc1ccc(Cl)cc1 (configuration not stated)	-3	-1
COC(=O)[C@]12C[C@H](CC(=O)NCc3cccc4ccccc34)C(=O)N(Cc3ccco3)C1=C[C@H](C1CCCC1)O[C@@H]2C	18	9
COC(=O)[C@@]12C[C@@H](CC(=O)NCc3cccc(C(F)(F)F)c3)C(=O)N(Cc3ccccc3)C1=CCC(C)(C)C2	28	0
CCCCNc1ccc2c(c1)OC[C@@H](CC(C)C)NS2(=O)=O	27	7
COC(=O)C1(C(=O)OC)Cc2ccccc2N(S(=O)(=O)c2ccc(C)cc2)C1CC(C)=O (configuration not stated)	11	3
C=CCn1c(Cc2cccs2)nnc1SCC(=O)Nc1cccc2ccccc12	-3	4
O=C(NCc1ccccc1)[C@H]1CCCN1C(=O)[C@H]1CCCN1C(=O)c1cccc2ccccc12	0	-4
COC(=O)c1cc(-c2cc(Cl)ccc2OC)c(=O)n2c1CCC2	-4	0
O=C(NCCN1CCC2(CC1)C(=O)NCN2c1ccccc1)c1ccccc1C(F)(F)F	1	-9
CC(=O)N1[C@H](CO)[C@@H](c2ccccc2)[C@@H]1CN(C(=O)c1ccc(F)cc1)C(C)C	-4	-4
Cc1ccc(CSc2nnc(-c3cc(-c4ccc(F)cc4)n[nH]3)n2N)cc1	0	-6
COP(=O)(O)CCOCCC(CC(C)C)NC(=O)OCc1ccccc1 (configuration not stated)	2	-10
O=C(CS(=O)(=O)c1ccccc1)CS(=O)(=O)c1ccccc1	10	2
C[C@@H]1COc2cc(Br)ccc2S(=O)(=O)N1Cc1cn(CC2CCCCC2)nn1	3	-5

Copied from the list:
`CC(=O)N1[C@H](CO)[C@@H](c2ccccc2)[C@@H]1CN(C(=O)c1ccc(F)cc1)C(C)C` in CCHF vOTU inh is entered as -4
`O=C(NCc1ccccc1)[C@H]1CCCN1C(=O)[C@H]1CCCN1C(=O)c1cccc2ccccc12` in CCHF vOTU inh is entered as 0

Following part:
SMILES	CCHF vOTU inh	PrPC surface inh
O=C(COCc1ccccc1)N1CC[C@H]2[C@H](CCCN2Cc2ccccc2)C1	2	-2
CCN=C1NC(c2ccc(F)cc2)C(C(=O)OC)=C(C)N1Cc1cccc(C(F)(F)F)c1 (configuration not stated)	36*	-18
N#Cc1cccc(NC(=O)OC2CCC23CCC(c2ccccc2)CC3)c1 (configuration not stated)	1	21
CN(Cc1ccco1)C(=O)CN1C(=O)C2(OCCCO2)c2ccccc21	-9	-1
Cc1ccc(NC(=O)C2CCCN(c3nnc(-n4cccc4)s3)C2)cc1C (configuration not stated)	13	-4
COC(=O)[C@]12C[C@H](CC(=O)NCc3ccc(C)o3)C(=O)N(Cc3ccc4c(c3)OCO4)C1=C[C@H](C(C)(C)C)O[C@@H]2C	24	7
CC(C)C[C@H]1COc2cc(Br)ccc2S(=O)(=O)N1Cc1cccc(Cl)c1	-3	1
O=S(=O)(c1ccc(C(F)(F)F)cc1)N1CCCc2nc(-c3ccc(Br)cc3)ccc21	-5	15
N#CCC[C@H]1CC[C@]2(CCCN(C(=O)C3CCCC3)C2)O1	1	5
COC(=O)C[C@H]1CC[C@@H](NC(=O)Nc2ccc3c(c2)OCO3)[C@@H](CO)O1	2	-5
CCOC(=O)[C@]12CCCCC/C=C\1N(CCc1ccc(Cl)cc1)C(=O)[C@H]2CC(=O)NCCCOC	4	3
CN1CCCN(C(=O)C2CCCN(C(=O)c3ccc4c(c3)NC(=O)CS4)C2)CC1 (configuration not stated)	-5	5
COC(=O)C1=C(C)N(Cc2ccccc2C(F)(F)F)C(=NCc2cc(OC)c(OC)c(OC)c2)NC1c1ccccc1C(F)(F)F (configuration not stated)	5	-6
CCOC(=O)CC[C@@H]1CC[C@]2(CCCN(C(=O)c3ccc4ccccc4n3)C2)O1	1	-2
CN(CCOC(=O)c1occ2ccccc12)C1CN(Cc2cn(Cc3ccccc3Cl)nn2)S(=O)(=O)C1 (configuration not stated)	-2	-3
CC(C)c1ccc(NC(=O)CSc2nnc(-c3ccco3)n2C)cc1	-1	-4
COc1ccc(CCn2cnn3c(=O)c4ccccc4nc3c2=O)cc1OC	-10	0
COc1ccc(/C=N\NC(=O)CN2CCN(Cc3ccccc3)CC2)cc1OCc1ccccc1	7	-11
COC(=O)c1cc(-c2ccc(F)c(Cl)c2)c(=O)n2c1CCC2	0	3
CCN(C(=O)[C@H]1CC(=O)O[C@@H]1c1ccccc1)c1ccccc1	3	0
C[C@@H](NC(=O)C[C@H]1CC[C@H]2[C@@H](COc3ccc(NC(=O)Nc4ccccc4)cc3C(=O)N2C)O1)c1ccccc1	-1	5
COC(=O)c1cc2c(c3c4ccccc4n(S(=O)(=O)c4ccccc4)c13)C(=O)N(C)C2	2	-1
CCCCNC(=O)OCCCN1CCC2(CCC(c3ccccc3)CC2)C1 (configuration not stated)	0	-10
O=C(CCc1ccccc1)N[C@H]1[C@@H](OC(=O)c2cccnc2)CCC[C@]12C(=O)N(Cc1ccccc1)c1ccccc12	8	-8
COC(=O)C[C@H]1CC[C@@H](NC(=O)Nc2ccc(C(F)(F)F)cc2)[C@@H](CO)O1	1	-5
CC(C)(C)NC(=O)C(C1CC1)n1c(=O)c(-c2ccco2)nc2ccccc21 (configuration not stated)	-33	3
COC(=O)C[C@@H]1CC[C@@H](NC(=O)c2ccccc2F)[C@@H](CO)O1	-4	2
COC(=O)[C@]12C[C@H](CC(=O)N3CCCC3)C(=O)N(Cc3ccccc3)C1=C[C@H](COCc1ccccc1)O[C@@H]2C	-2	-3
COC(=O)C1=C(C)N(Cc2cccc(C(F)(F)F)c2)C(=NCC2CC2)NC1c1ccccc1C(F)(F)F (configuration not stated)	24	-9
CSCCC(C(=O)NC(C)(C)C)n1c(-c2ccccc2)nc2ccccc21 (configuration not stated)	-7	1

Filtered by structure: those above with a tert-butyl group.
SMILES	CCHF vOTU inh	PrPC surface inh
COC(=O)[C@]12C[C@H](CC(=O)NCc3ccc(C)o3)C(=O)N(Cc3ccc4c(c3)OCO4)C1=C[C@H](C(C)(C)C)O[C@@H]2C	24	7
CC(C)(C)NC(=O)C(C1CC1)n1c(=O)c(-c2ccco2)nc2ccccc21 (configuration not stated)	-33	3
CSCCC(C(=O)NC(C)(C)C)n1c(-c2ccccc2)nc2ccccc21 (configuration not stated)	-7	1

Reprinted at random: 5 entries already listed
SMILES	CCHF vOTU inh	PrPC surface inh
COC(=O)[C@]12C[C@H](CC(=O)N3CCCC3)C(=O)N(Cc3ccccc3)C1=C[C@H](COCc1ccccc1)O[C@@H]2C	-2	-3
COC(=O)C[C@@H]1CC[C@@H](NC(=O)c2ccccc2F)[C@@H](CO)O1	-4	2
C[C@@H](NC(=O)C[C@H]1CC[C@H]2[C@@H](COc3ccc(NC(=O)Nc4ccccc4)cc3C(=O)N2C)O1)c1ccccc1	-1	5
CSCCC(C(=O)NC(C)(C)C)n1c(-c2ccccc2)nc2ccccc21 (configuration not stated)	-7	1
O=C(CCc1ccccc1)N[C@H]1[C@@H](OC(=O)c2cccnc2)CCC[C@]12C(=O)N(Cc1ccccc1)c1ccccc12	8	-8

Next section
SMILES	CCHF vOTU inh	PrPC surface inh
CCCCCc1ccc(NC(=O)OCCN2C(=O)CCC23CCC(c2ccccc2)CC3)cc1 (configuration not stated)	9	9
C[C@@H]1CN([C@@H](C)CO)C(=O)CCCn2cc(nn2)CO[C@H]1CN(C)C(=O)c1ccccc1	-4	-3
O=C(NC1CCCCN(Cc2cccc(C(F)(F)F)c2)C1=O)c1c(F)cccc1F (configuration not stated)	3	-3
COC(=O)c1ccc(Cn2ccc3ccc(-c4ccc5ccn(C(=O)C6CCCCC6)c5c4)cc32)cc1	0	-7
O=C(NC1CCCCN(Cc2cccc(C(F)(F)F)c2)C1=O)c1cccc(C(F)(F)F)c1 (configuration not stated)	19	-4
O=C(OCc1cn(Cc2ccccc2)nn1)N1CCCC1	4	5
CN(Cc1ccc(F)cc1)C(=O)CN1C(=O)C2(OCCCO2)c2ccccc21	-3	-1
CCCCCCCCN1C(=O)[C@@H](CC(=O)NCc2ccc(OC)c(OC)c2)C[C@@]2(C(=O)OC)C1=C[C@H](C(C)(C)C)O[C@@H]2C	24	-1
COc1ccccc1C(=O)n1ccc2ccc(-c3ccc4ccn(Cc5ccc(C#N)cc5)c4c3)cc21	-32	-5
CN1CCN(C(=O)C[C@@H]2CC[C@@H]3[C@H](COC[C@@H](O)CN3Cc3cccc(Cl)c3)O2)CC1	-1	3
COC(=O)[C@]12C[C@H](CC(=O)NCc3ccc(C)o3)C(=O)N(Cc3cccc4ccccc34)C1=C[C@H](COCc1ccccc1)O[C@@H]2C	5	-5
COc1ccc(-n2c(SCC(=O)NNC(=S)Nc3ccccc3)nc3ccccc3c2=O)cc1	7	-4
N=c1c2c(-c3ccccc3)c(-c3ccccc3)n(CCc3ccccc3)c2ncn1C1CCC(O)CC1 (configuration not stated)	-2	-26
NC1=NC2(CS1)CSC(N)=N2	2	-6
CC(NC(=O)c1cc2ccccn2n1)c1ccccc1 (configuration not stated)	-2	7

Part of the list above, with values under each structure:
Results follow in this order: CCHF vOTU inh | PrPC surface inh
O=C(NC1CCCCN(Cc2cccc(C(F)(F)F)c2)C1=O)c1cccc(C(F)(F)F)c1 (configuration not stated)
    19 | -4
O=C(OCc1cn(Cc2ccccc2)nn1)N1CCCC1
    4 | 5
CN(Cc1ccc(F)cc1)C(=O)CN1C(=O)C2(OCCCO2)c2ccccc21
    -3 | -1
CCCCCCCCN1C(=O)[C@@H](CC(=O)NCc2ccc(OC)c(OC)c2)C[C@@]2(C(=O)OC)C1=C[C@H](C(C)(C)C)O[C@@H]2C
    24 | -1
COc1ccccc1C(=O)n1ccc2ccc(-c3ccc4ccn(Cc5ccc(C#N)cc5)c4c3)cc21
    -32 | -5

(continued)
SMILES	CCHF vOTU inh	PrPC surface inh
COCCCNC(=O)C[C@H]1C[C@@]2(C(=O)OC)C(=C[C@H](C3CCCC3)O[C@@H]2C)N(CCc2ccc(OC)c(OC)c2)C1=O	-4	-1
COC(=O)[C@]12C[C@H](CC(=O)NCc3ccc(OC)c(OC)c3)C(=O)N(CCc3ccc(OC)c(OC)c3)C1=C[C@H](C(C)C)O[C@@H]2C1CC1	10	-6
Nc1[nH]c(C(=O)c2ccccc2)c(-c2ccccc2Br)c1C(=O)c1cccs1	6	4
O=C(NCC[C@H]1CC[C@@H](NC(=O)C2CCC2)[C@@H](CO)O1)c1cc(Cl)cc(Cl)c1	-6	2
COc1ccc(C[N+]2=C(N)NC3=C(C)Cn4c(=O)n(-c5ccccc5)c(=O)n4C3C2)c(OC)c1 (configuration not stated)	-2	0
Cc1cccc(C)c1NC(=O)C1(C)CN(S(C)(=O)=O)CC(=O)N1CCCN1CCOCC1 (configuration not stated)	11	-5
CC(C)C1CC(N(C)C)=CC(=S)N1 (configuration not stated)	-9	6
